# PKA-R1A activ: activators of PKA-R1A complex; 340,000 compounds, 0.083% hits; PKA-R1A dissociation, Cy5-IP20 fluorescence polarization; scaled: DMSO 0%, 113 µM cGMP 100%; activation, % at 11.4 µM;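 active = percent activation above the mean of all tested compounds plus 3 SD, cut at about 19% in these data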;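 note: higher means more PKAc released from R1A so a rise in polarization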
# V-ATPase pHluor: yeast V-ATPase proton transport regulation by pHLuorin; S. cerevisiae, pHLuorin cytosolic pH fluorescence; response, % at 10 µM; 350,000 compounds, 0.37% hits; AID 504577; in the data active = response mostly above about 7.3%, no sharp cut-off; inactive = mostly below about 5.4%; note: actives read high; inactives centre near 0; some compounds called inactive have numbers as strong as hits; reference of the scale not given here
# PKA-R2B act: activates the human PKA-R2B holoenzyme complex. P22694+P31323. PKA-R2B holoenzyme dissociation, Cy5-IP20 fluorescence polarization; R2B truncated from residue 108, S112A mutant; 0% DMSO only, 100% 113 µM cGMP. activation, % at 11.4 µM. 340,000 compounds, 0.079% hits. AID 504700;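 active = activation above a cutoff set at the mean over all compounds plus 3 SD, cut at about 18% in these data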;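 note: higher means more holoenzyme dissociation and a rise in polarization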
# Target sequence (P31323 whole entry, looked up, other chains not shown, the tested form may be a part): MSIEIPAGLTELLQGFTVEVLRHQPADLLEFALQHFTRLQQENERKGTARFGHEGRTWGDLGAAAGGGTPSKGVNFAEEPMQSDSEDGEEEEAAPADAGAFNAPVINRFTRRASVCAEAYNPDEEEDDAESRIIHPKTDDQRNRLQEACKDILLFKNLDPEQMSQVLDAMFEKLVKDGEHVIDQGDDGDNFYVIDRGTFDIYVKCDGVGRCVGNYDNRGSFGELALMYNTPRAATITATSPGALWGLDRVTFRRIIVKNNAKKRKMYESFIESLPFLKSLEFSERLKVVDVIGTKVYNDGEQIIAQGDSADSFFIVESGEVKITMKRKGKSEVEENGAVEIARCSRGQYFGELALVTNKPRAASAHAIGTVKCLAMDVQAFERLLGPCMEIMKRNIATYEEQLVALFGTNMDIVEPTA
# MOR-DOR inv ag: mu-delta opioid heterodimer inverse agonism; cell-based MOR-DOR heterodimer luminescence; P35372+P41143; inhibition, % at 9.3 µM; 340,000 compounds, 0.21% hits; AID 504357; in the data active = inhibition above about 22%, passing the limit was not always enough;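 note: 0% = cells with DMSO and 100% = wells without cells with DMSO; values of inactives mirror those of a sister screen read the other way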
# HTR5A inv ag: inverse agonist of human HTR5A in OPRM1-OPRD1 counter-screen; HTR5A cell line, luminescence, inverse agonism; inhibition, % at 9.3 µM; 340,000 compounds, 0.083% hits; AID 504634; in the data active = inhibition mostly above about 23%, no sharp cut-off; inactive = mostly below about 18%;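 note: 0% = cells with DMSO and 100% = no-cell wells with DMSO; some compounds called inactive have numbers as strong as hits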
# Target sequence (P47898 whole entry, looked up): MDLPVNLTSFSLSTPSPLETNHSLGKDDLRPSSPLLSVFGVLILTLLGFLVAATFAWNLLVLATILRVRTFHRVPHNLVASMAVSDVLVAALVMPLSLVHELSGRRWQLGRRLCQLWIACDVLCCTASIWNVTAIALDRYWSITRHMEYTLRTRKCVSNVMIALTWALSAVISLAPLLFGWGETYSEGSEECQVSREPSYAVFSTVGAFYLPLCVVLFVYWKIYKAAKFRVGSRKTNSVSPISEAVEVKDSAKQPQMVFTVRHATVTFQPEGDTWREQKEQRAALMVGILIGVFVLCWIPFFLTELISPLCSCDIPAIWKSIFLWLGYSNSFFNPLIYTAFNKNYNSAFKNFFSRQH
# Arr AP2 block: blocks beta-arrestin peptide binding to AP2 adaptin; 340,000 compounds, 0.31% hits; FITC-arrestin peptide / GST-AP2 beads, flow cytometry; AP2 beta2 appendage carries R879A mutation; inhibition, % at 10 µM;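 active = inhibition above a set limit, near 3 SD of compounds lacking own fluorescence, cut at about 54% in these data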;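 note: plate controls were DMSO wells for no effect and 5 µM unlabelled arrestin peptide for full effect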
#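 System: GST-AP2 R879A glutathione beads; medium: PBS, Tween 20 0.05%, BSA 0.1%; reagent: fluorescein-tagged arrestin peptide at 50 nM final; schedule: pre-incubation 12 min, peptide binding 1 h, room temperature; detection: flow cytometry, FL1 (488/535 nm); read-out: inhibition as reduced fluorescein signal on beads, percent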
# DAGLB inh: blocks human DAGLB lipase activity; Q8NCG7; HEK293T DAGLB membrane lysate, EnzChek fluorogenic substrate; inhibition, % at 5.17 µM; 340,000 compounds, 0.059% hits; in the data active = inhibition above about 34%;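 note: 0% = enzyme with vehicle and 100% = wells lacking enzyme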
# OPRM1-OPRD1 ag: OPRM1-OPRD1 heterodimerization agonism. 340,000 compounds, 0.3% hits. activation, % at 9.3 µM. cells, luminescence. P35372+P41143. AID 504326; in the data active = activation above about 18%;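 note: 0% = vehicle-treated cells and 100% = reference agonist; values of inactives mirror those of a sister screen read the other way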
# Pemphigus Ab inh: blocks pemphigus antibody binding to human desmoglein-3 | DSG3-coupled beads, scFv-anti-DSG3-GFP binding, flow cytometry; hits give low values | binding (percent of control), % at 10 µM | 310,000 compounds, 0.48% hits | P32926;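 active = binding more than 3 SD below its plate's average and above zero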;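 note: hits lower antibody fragment binding to DSG3; some compounds called inactive have numbers as strong as hits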
# HTR5A ag: counter-screen for OPRM1-OPRD1 agonists: human HTR5A agonism | P47898 | HTR5A agonist assay, luminescence, cell-based | activation, % at 9.3 µM | 340,000 compounds, 0.61% hits | AID 504692; in the data active = activation mostly above about 9.5%, no sharp cut-off; inactive = mostly below about 7.6%;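 note: 0% = cells with vehicle only and 100% = reference agonist; strong numbers were not always called active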
# An asterisk follows results filed as active; . = not tested or not shown.
SMILES,PKA-R1A activ,V-ATPase pHluor,PKA-R2B act,MOR-DOR inv ag,HTR5A inv ag,Arr AP2 block,DAGLB inh,OPRM1-OPRD1 ag,Pemphigus Ab inh,HTR5A ag
COC(=O)c1[nH]c2ccc(C)cc2c1NC(=O)CN1CCN(Cc2ccccc2)CC1,-7,1,-3,14,7,-3,4,-2.6,92,-1
CC(=O)Nc1ccc(NC(=O)CSc2nnc3ccc(-c4ccc(F)cc4)nn23)cc1,-5,1,-2,12,9,10,1,-2.3,91,10
CCCn1c(SCC(=O)Nc2ccc(Cl)cc2)n[nH]c1=O,0,4,-15,6,-3,-2,-2,-1.1,98,1
Fc1ccc(-c2nnc(CN3CCN(c4ncc(C(F)(F)F)cc4Cl)CC3)o2)cc1,-8,0,2,-22,-20,-6,-10,4.1,.,2
CCOCC(=O)Nc1nnc(C2CCCCC2)s1,0,-2,-7,16,-25,16,1,-2.8,93,0
O=C(NC1CC1)C1=COCCO1,1,6,-8,5,-6,1,-3,-1.0,.,2
CCN(CC)C1CCN(C(=O)CCc2nnc(CCc3ccccc3)o2)C1 (configuration not stated),6,-3,0,17,5,36,0,-3.4,93,-2
CC(/C=N\NC(=O)c1cc(C)oc1C)=C\c1ccccc1,-17,-3,-3,-12,4,-1,-4,1.7,95,-2
CC1(c2ccccc2)NC(=O)N(CC(=O)Nc2nnc(C3CC3)s2)C1=O (configuration not stated),-8,3,-8,4,8,-6,3,-0.7,115,0
CC(C)(C)NC(=O)NC(=O)Cn1cc(C(F)(F)F)ccc1=O,0,7,-11,12,-8,4,2,-2.0,111,-1
CCOC(=O)c1ccc(Oc2cn[nH]c2-c2ccc(OCC(=O)NN)cc2O)cc1,5,-2,-4,-5,-26,3,8,0.9,95,7
COc1cccc(-c2ncc3ccccc3c2COC(=O)c2cccs2)c1,7,-5,3,12,-7,5,-2,-2.1,100,3
O=C(N/N=C\c1ccc(-c2ccc(Cl)c(Cl)c2)o1)C(=O)N1CCCC1,1,1,-3,0,10,11,-2,0.0,102,-4
COc1nn(CC(=O)N2N=C(C(F)F)CC2(O)C(F)F)cc1[N+](=O)[O-] (configuration not stated),-3,0,-8,13,-14,-1,0,-2.9,106,0
CCn1c2ccc(CC(=O)O)cc2c2cc(CC(=O)O)ccc21,-8,-4,1,9,15,31,-1,-1.6,101,-1
CC(=O)Oc1ccc(C(=O)Nc2ccccc2C(=O)Nc2cccc(C(=O)O)c2)cc1,-8,-3,-6,12,-5,3,0,-2.3,97,-2
COc1ccccc1N(CC(=O)NCc1ccccc1)C(=O)CCC(=O)Nc1nccs1,-6,-1,4,-4,14,26,-1,0.5,116,1
CS(=O)(=O)NN1C(=O)c2ccccc2NC1c1cccc2cccnc12 (configuration not stated),-1,.,-13,1,5,7,1,-0.1,110,-4
COc1ccc(OC)c(-n2c(CNC3CCN(Cc4ccccc4)CC3)nc3ccccc3c2=O)c1,-22,0,8,8,-13,2,-3,-1.6,102,5
O=C(NC1CC1)c1ccc(CSCc2cccc(F)c2)o1,6,-3,2,3,7,1,-3,-0.5,98,-2
CC(=O)Nc1ccc(S(=O)(=O)NC2=NCN(c3cccc([N+](=O)[O-])c3)CN2)cc1,5,5,3,11,1,-10,0,-2.0,112,1
CC(NC(=O)Cc1cccs1)c1ccc2c(c1)OCO2 (configuration not stated),5,-5,-4,11,-19,-5,1,-2.1,103,0
Cc1onc(-c2ccccc2)c1C(=O)N/N=C/c1cc(Br)c(Br)o1,2,-2,-12,-34,-7,10,3,5.5,93,9
COc1cc2c(cc1NC(=O)c1ccc3c(c1)OCO3)oc1ccccc12,-8,-2,-5,-5,-9,-13,-14,0.8,100,3
COc1ccccc1N1CCN(C(CNS(C)(=O)=O)c2cccnc2)CC1 (configuration not stated),0,3,11,10,-12,6,-1,-1.5,86,5

# An excerpt of these results, with bars between the fields.
SMILES | PKA-R1A activ | V-ATPase pHluor | PKA-R2B act | MOR-DOR inv ag | HTR5A inv ag | Arr AP2 block | DAGLB inh | OPRM1-OPRD1 ag | Pemphigus Ab inh | HTR5A ag
O=C(NC1CC1)C1=COCCO1 | 1 | 6 | -8 | 5 | -6 | 1 | -3 | -1.0 | . | 2
CCN(CC)C1CCN(C(=O)CCc2nnc(CCc3ccccc3)o2)C1 (configuration not stated) | 6 | -3 | 0 | 17 | 5 | 36 | 0 | -3.4 | 93 | -2

# Additional records
SMILES,PKA-R1A activ,V-ATPase pHluor,PKA-R2B act,MOR-DOR inv ag,HTR5A inv ag,Arr AP2 block,DAGLB inh,OPRM1-OPRD1 ag,Pemphigus Ab inh,HTR5A ag
CCCCn1c(N)c(N(C(=O)CSc2nnc(C)n2-c2ccccc2)C2CCCC2)c(=O)[nH]c1=O,-7,1,0,8,3,29,5,-2.0,109,-1
Brc1cc2c(cc1COc1ccc(-c3nn[nH]n3)cc1)OCO2,-3,-3,4,7,6,22,1,-1.8,118,4
CC(C)CC(=O)NC(=S)Nc1ccc(Cl)cn1,-4,1,-11,-19,39,-2,-11,3.7,109,5
COc1ccc(S(=O)(=O)CCC(=O)NCc2ccc(C)o2)cc1,-4,2,-10,14,1,-6,-3,-2.7,113,0
COc1ccccc1C(=O)NC(=O)COC(=O)CNC(=O)c1ccc(Cl)cc1Cl,-1,-3,-4,9,-10,1,2,-1.8,102,4
O=C1COc2ccc(S(=O)(=O)CCC(=O)N3CCN(c4cccc(Cl)c4)CC3)cc2N1,-1,0,5,4,10,34,4,-0.8,.,0
Cc1ccccc1NC(=O)C(=O)N/N=C/c1cccc(Br)c1,6,-1,-5,-1,-1,-12,-4,0.1,121,0
CSc1n[nH]c(=O)n1-c1cccc(Cl)c1,13,1,-5,1,2,13,10,-0.3,105,2
CCCCSc1nc(N)c(C#N)c(-c2cccs2)c1C#N,-2,1,-5,-14,-14,0,-11,2.4,104,3
Cc1nnc(SCc2ccc(Cl)cc2)nc1/C=C/N(C)C,-13,-3,-4,11,-2,-1,6,-1.7,88,1
O=C1c2ccccc2C(=O)N1CCCCn1c(=O)oc2ccccc21,-1,-1,-8,7,-11,0,-3,-1.2,104,3
O=C(Nc1cc(Sc2nc3ccccc3s2)cc([N+](=O)[O-])c1)c1ccccc1,-5,1,0,-36,-14,11,-8,6.8,103,4
CCn1nnnc1SCC(=O)N1N=C(c2cccs2)CC1c1cccs1 (configuration not stated),-5,-4,-2,2,-9,-6,3,-0.3,215,-4
CCN(CC(=O)Nc1ccc(OC)c(OC)c1)CC(=O)Nc1ccccc1C(F)(F)F,-7,0,-8,14,-12,-14,-1,-3.2,94,3
O=C1NNC(c2ccccc2)=N/C1=C\c1ccccc1,1,1,-4,4,19,17,1,-0.9,110,1
Cc1ccc(C)c(CSc2ncccc2C(=O)O)c1,-12,3,2,11,24,-5,2,-1.8,90,3
CC1CCCCN1C(=O)C1CCN(S(=O)(=O)c2ccc(-n3cnnn3)cc2)CC1 (configuration not stated),4,0,6,4,-13,12,1,-0.6,96,-1
O=C(CSc1nncs1)NCc1ccc2c(c1)OCO2,-9,-3,-7,10,10,25,-3,-2.0,.,-3
COc1ccccc1CNC(=O)CCSCc1cccc(Cl)c1,-4,3,-2,0,-6,14,-5,0.0,99,2
CN1c2ccccc2C(=O)/C(=C\Nc2ccc(F)cc2)S1(=O)=O,-2,6,-6,-5,-10,3,-7,1.1,103,2
O=C(NCCCN1CCOCC1)C(c1ccccc1)c1ccccc1,-9,1,-10,4,12,31,1,-0.7,108,-4
Cc1cc(-c2ccccc2)oc(=O)c1NC(=O)c1ccccc1,0,-5,4,1,8,38,0,-0.2,88,2
COc1cccc(NS(=O)(=O)c2cc3[nH]c(=O)c(=O)[nH]c3cc2C)c1,-6,-2,-1,5,5,-7,1,-1.0,104,-1
CCC(C)NC(=O)CN1c2cccc3cccc(c23)S1(=O)=O (configuration not stated),3,-5,1,-5,-17,22,-2,0.9,103,5
CCOC(=O)c1cn2ccc(C)cc2n1,7,-2,9,0,-9,13,0,0.0,97,-5

# The list goes on:
SMILES,PKA-R1A activ,V-ATPase pHluor,PKA-R2B act,MOR-DOR inv ag,HTR5A inv ag,Arr AP2 block,DAGLB inh,OPRM1-OPRD1 ag,Pemphigus Ab inh,HTR5A ag
CN=C(Nc1cc(Cl)ccc1Cl)SC1CC(=O)N(c2ccc(C(=O)OC)cc2)C1=O (configuration not stated),-13,2,3,-31,10,5,-4,6.2,109,-5
Cc1ccc(C(=O)Nc2cccc(C(=O)N/N=C/c3ccc(O)cc3)c2)cc1,3,-3,2,-47,-8,9,-3,5.7,112,0
CCCN1CCN(CCCNC(=O)C2CCCN(c3nc4ccc(OCC)cc4s3)C2)CC1 (configuration not stated),-4,-1,-5,17,3,7,1,-3.8,.,-1
O=C(/C=C/c1ccc(F)cc1)NCc1cccs1,-3,2,7,13,1,5,2,-2.4,98,4
COc1ccc2[nH]c(=O)c(C(c3nnnn3C3CCCCC3)N3CCN(C)CC3)cc2c1 (configuration not stated),-3,6,-8,7,-6,3,0,-1.4,107,1
COc1ccccc1CCC(=O)Nc1nccs1,-3,-4,4,10,-7,28,-1,-1.9,96,2
C[C@@H]1CCCCO[C@H](CN(C)S(=O)(=O)c2ccccc2)[C@@H](C)CN([C@H](C)CO)C(=O)c2cc(NC(=O)Cc3ccccc3)ccc2O1,-3,2,-11,.,.,.,-4,.,106,.

# Full records, quoted from the list. Order of screens: PKA-R1A activ	V-ATPase pHluor	PKA-R2B act	MOR-DOR inv ag	HTR5A inv ag	Arr AP2 block	DAGLB inh	OPRM1-OPRD1 ag	Pemphigus Ab inh	HTR5A ag
# COc1ccc2[nH]c(=O)c(C(c3nnnn3C3CCCCC3)N3CCN(C)CC3)cc2c1 (configuration not stated) is listed as -3	6	-8	7	-6	3	0	-1.4	107	1
# CCCN1CCN(CCCNC(=O)C2CCCN(c3nc4ccc(OCC)cc4s3)C2)CC1 (configuration not stated) is listed as -4	-1	-5	17	3	7	1	-3.8	.	-1
# C[C@@H]1CCCCO[C@H](CN(C)S(=O)(=O)c2ccccc2)[C@@H](C)CN([C@H](C)CO)C(=O)c2cc(NC(=O)Cc3ccccc3)ccc2O1 is listed as -3	2	-11	.	.	.	-4	.	106	.
# COc1ccccc1CCC(=O)Nc1nccs1 is listed as -3	-4	4	10	-7	28	-1	-1.9	96	2
# O=C(/C=C/c1ccc(F)cc1)NCc1cccs1 is listed as -3	2	7	13	1	5	2	-2.4	98	4

# Compound activity deposited in PubChem BioAssay by several laboratories.
